TRHR agonist: qHTS for Small Molecule Agonists and Allosteric Enhancers of Human TRH Receptor: Primary Screen for Agonists. activation, % at 2 µM. TRHR cells, calcium flux fluo-8, FDSS agonist mode. Thyrotropin-releasing hormone receptor (Homo sapiens), P34981. actives 0.18% (n = 360,000); in the data active means activation above about 30%; further: 0% is about no effect
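TRHR-expressing cells loaded with fluo-8 calcium dye; 23 nL library compound pin-transferred, kinetic FDSS fluorescence (Ex 480/Em 530) recorded about 180 s for agonist-induced calcium release, before a 10 nM TRH EC20 addition for potentiator mode.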
D1 antag: Antagonist of Human D 1 Dopamine Receptor: qHTS. D(1A) dopamine receptor (Homo sapiens), P21728. HEK293 TREx D1 cells, calcium flux, dopamine EC80; hits give low values. activity change, negative = inhibition, % at 10 µM. actives 3.2% (n = 360,000). AID 504652, 2011; in the data active means activity change below about -30%; further: on the % scale 0 is the no-effect control and ±100 the full control effect
Target sequence (P21728 whole entry, looked up): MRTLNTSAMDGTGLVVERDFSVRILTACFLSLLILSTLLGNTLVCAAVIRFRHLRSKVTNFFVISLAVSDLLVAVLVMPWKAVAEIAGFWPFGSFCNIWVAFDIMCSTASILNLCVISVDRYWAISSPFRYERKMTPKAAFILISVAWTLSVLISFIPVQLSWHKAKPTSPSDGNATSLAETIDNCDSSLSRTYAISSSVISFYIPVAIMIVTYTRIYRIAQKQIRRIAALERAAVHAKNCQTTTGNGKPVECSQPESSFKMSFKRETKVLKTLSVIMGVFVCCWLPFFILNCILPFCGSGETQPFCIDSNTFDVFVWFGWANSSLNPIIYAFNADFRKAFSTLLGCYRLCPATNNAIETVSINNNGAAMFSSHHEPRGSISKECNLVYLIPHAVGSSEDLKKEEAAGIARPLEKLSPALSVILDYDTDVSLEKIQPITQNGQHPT
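Allosteric or orthosteric antagonism assessed as attenuation of the calcium response to EC80 dopamine, added 180 s after compound, in induced HEK293 Trex D1 cells loaded with no-wash calcium dye.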
D1 PAM: Potentiators of Human D1 Dopamine Receptor: qHTS; D(1A) dopamine receptor (Homo sapiens), P21728; HEK293 TREx D1 cells, calcium flux, dopamine EC20 potentiation; potentiation, % at 10 µM; actives 0.036% (n = 360,000); AID 504651, 2011; in the data active means potentiation above about 30%; further: 0% is about no effect
D2 PAM: HTS Assay for Positive Allosteric Modulators of the Human D2 Dopamine Receptor: Primary Screen for Potentiators; potentiation, % at 10 µM; actives 0.34% (n = 340,000); D(2) dopamine receptor (Homo sapiens), P14416; AID 485347, 2010; HEK293 T-REx D2, calcium flux, EC20 dopamine potentiation;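 active means potentiation over 3 SD above the plate norm, cut at about 30% in these data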; further: 0% is about no effect
Target sequence (P14416 whole entry, looked up): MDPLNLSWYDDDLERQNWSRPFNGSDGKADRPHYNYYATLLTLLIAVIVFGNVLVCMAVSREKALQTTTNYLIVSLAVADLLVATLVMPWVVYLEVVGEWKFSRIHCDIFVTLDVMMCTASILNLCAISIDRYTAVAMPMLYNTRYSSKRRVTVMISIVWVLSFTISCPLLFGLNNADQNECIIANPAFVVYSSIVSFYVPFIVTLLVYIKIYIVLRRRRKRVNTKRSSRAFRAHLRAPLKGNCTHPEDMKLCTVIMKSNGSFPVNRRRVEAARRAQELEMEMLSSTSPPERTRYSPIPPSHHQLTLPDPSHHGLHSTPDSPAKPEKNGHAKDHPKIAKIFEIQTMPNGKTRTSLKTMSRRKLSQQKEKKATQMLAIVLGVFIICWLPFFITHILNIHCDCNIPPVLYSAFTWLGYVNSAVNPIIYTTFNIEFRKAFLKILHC
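Using a no-wash calcium dye in inducible, force-coupled HEK293 Trex cells expressing D2, we tracked fluorescence each second for 180 s after compound, then for 180 s after EC20 dopamine to detect augmented signalling.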
TRHR PAM: qHTS for Small Molecule Agonists and Allosteric Enhancers of Human TRH Receptor: Primary Screen for Enhancers | actives 0.66% (n = 360,000) | AID 493056, 2011 | TRHR cells, fluo-8 calcium fluorescence, EC20 TRH enhancement | enhancement, % at 2 µM | Thyrotropin-releasing hormone receptor (Homo sapiens), P34981; in the data active means enhancement above about 30%; further: 0% is about no effect
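Enhancer read-out: after compound pinning and an initial kinetic agonist-mode read, an EC20 of TRH (10 nM final) was injected and fluo-8 calcium signal (Ex 480/Em 530) followed at 1 s/cycle for 100 cycles in TRHR-expressing cells.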
RXFP1 ag: qHTS Assay for Agonists of the Relaxin Receptor RXFP1; HEK293T-RXFP1 cAMP TR-FRET, 30 min; response scale: percent of porcine relaxin response, buffer zero; AID 2676, 2010; actives 0.3% (n = 370,000); Potency, µM (series often up to 57.5 µM), for inactives: top-dose activation, hits mostly activators; further: potency means the concentration at half of the fitted maximal effect; on the % scale 0 is the no-effect control and ±100 the full control effect; nearly all actives have a fitted effect of over 60% in size; many of its hits are not listed in these tables
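HEK293 cells stably expressing RXFP1, treated 30 min at 37C with compounds plus PDE4 inhibitor Ro 20174; cAMP measured by HTRF TR-FRET. Normalized to buffer and 29 nM porcine relaxin; EC50 by Hill fit.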
Anesthetic bind: qHTS Assay for Identification of Novel General Anesthetics; Ferritin light chain (Equus caballus), P02791; apoferritin/1-aminoanthracene competitive binding, fluorescence; Potency, µM (highest dose often 77.5 µM), for inactives: at the highest dose activity change, negative = displacement, hits mostly inhibitors; actives 0.074% (n = 350,000); further: potency means the concentration at half of the fitted maximal effect; on the % scale 0 is the no-effect control and ±100 the full control effect; nearly all actives have a fitted effect of over 20% in size
Target sequence (P02791 2-175 limits assumed): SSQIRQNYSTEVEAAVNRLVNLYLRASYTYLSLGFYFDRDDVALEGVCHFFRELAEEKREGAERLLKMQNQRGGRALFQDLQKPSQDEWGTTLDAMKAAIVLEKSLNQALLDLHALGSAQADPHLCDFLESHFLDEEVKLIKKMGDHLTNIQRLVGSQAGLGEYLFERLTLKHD
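Steps: apoferritin (10 uM) was premixed with half-saturated 1-AMA in PBS, compounds were pin-transferred, plates stood 10 min at room temperature, fluorescence was read at 380/535 nm, and curves were fitted with a Hill equation.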
RXFP1 antag: qHTS Assay for Antagonists of the Relaxin Receptor RXFP1; actives 0.59% (n = 350,000); HEK293-RXFP1, relaxin-stimulated cAMP HTRF, 30 min; hits give low values; AID 1259400, 2018; Relaxin receptor 1 (Homo sapiens), Q9HBX9; activity change, negative = inhibition, % at 57.5 µM;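 active means activity change of -60% or lower, but not beyond a set lower limit; inconclusive means change between -60% and -40%, or beyond the set limit; inactive means change above -40%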; further: on the % scale 0 is the no-effect control and ±100 the full control effect
D1 ag: Allosteric Agonists of the Human D1 Dopamine Receptor: qHTS; D(1A) dopamine receptor (Homo sapiens), P21728; HEK293 T-REx D1 cells, calcium flux, agonist mode; activation, % at 2 µM; actives 1% (n = 360,000); AID 504660, 2011; in the data active means activation above about 30%; further: 0% is about no effect
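Agonism was scored from calcium flux recorded over 180 s (1 read/s) after pintool compound addition, following a 10-cycle baseline. Cells were inducible force-coupled HEK293 TREx D1, plated overnight at 30 C and loaded with no-wash calcium dye.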
Starred values were filed as active, the others as inactive; ? = inconclusive; / = no result given. Unless noted, the call rests on the fitted dose curve; in most records, active means well fitted curve in the direction sought with a large enough effect; inconclusive means small, poorly fitted or top-dose-only effect, or another doubt; inactive means no such curve, though single readings can be large; an effect the other way counts as inactive or inconclusive. These rows are one share of the data. The share of hits here may be higher or lower than overall.

SMILES	TRHR agonist	D1 antag	D1 PAM	D2 PAM	TRHR PAM	RXFP1 ag	Anesthetic bind	RXFP1 antag	D1 ag
COc1ccc(-n2c(SCC(=O)Nc3ccc(NC(C)=O)cc3)nc3ccccc3c2=O)cc1	-0.9	-8	15	6	0	-2.2%	-2%	-19	8
CCOC(=O)C1=C(C)NC2=C(C(=O)CCC2)C1c1ccsc1 (stereo not given)	0.0	-12	-6	18	-9	2.7%	-10%	/	1
Cn1c(=O)c2c(nc(CN3CCOCC3)n2CCCO)n(C)c1=O	1.9	7	-2	3	-3	4.6%	-10%	12	2
Cc1nnsc1S(=O)c1ccc(Br)cc1 (stereo not given)	-1.3	-1	-7	11	5	0.9%	-14%	1	0
OC(COc1ccc2c(c1)OCO2)CN1CCCC1 (stereo not given)	0.3	-9	1	7	-2	4.3%	-4%	-1	0
CCOC(=O)CCCSc1nc2sc3c(c2c(=O)[nH]1)CCC3	0.4	1	0	-6	6	1.1%	-7%	-1	0
O=C(N/N=C/c1cccc(OC(=O)c2ccco2)c1)c1ccc(F)cc1	0.2	-10	-6	2	-6	-2.7%	0%	-15	2
O=c1[nH]c(C2CCN(S(=O)(=O)c3ccc4c(c3)OCCO4)CC2)nc2c1nnn2Cc1ccccc1	0.4	2	3	-6	5	-5.0%	0%	4	2
COc1ccc(C(=O)N(Cc2ccccc2)Cc2cc3cc4c(cc3[nH]c2=O)OCCO4)cc1	-0.3	15	-5	-4	1	7.7%	-8%	-11	0
CCCCN1CC(O)=C(c2nc3ccccc3[nH]2)C1=N	-0.8	-4	1	0	-1	0.7%	-12%	-18	0
O=C(CSc1nc(=O)n2ccccc2n1)NCCc1ccccc1	0.0	-1	-2	0	-3	7.4%	/	-33	2
COc1ccc(NCc2ccsc2)cc1	-0.2	4	0	/	-12	-0.2%	?	2	6
Cc1nnc(-c2ccccc2)c(=O)n1/N=C/c1c(O)ccc2ccccc12	-0.6	-24	-5	15	9	0.8%	?	/	113*
COc1ccc(Cn2ccnc2SCC(=O)Nc2ccccc2OC)cc1	0.0	-8	-3	-3	-6	3.7%	-17%	-12	8
Cc1cc(Oc2nc3c(C)cccn3c(=O)c2/C=C(\C#N)S(=O)(=O)c2ccc(Cl)cc2)ccc1Cl	0.5	9	5	13	5	5.4%	5%	10	1
Cc1ccc(N(CC(=O)NCC2CCCO2)C(=O)Cn2nnc(-c3cccs3)n2)cc1 (stereo not given)	-0.1	-8	2	9	9	4.2%	-1%	-12	1
CC(=O)c1cccc(NC(=O)CCn2nc(C)c(S(=O)(=O)N(C)C)c2C)c1	0.5	-47*	-1	-7	3	2.5%	-2%	-12	0
Cc1ccc(C2=[N+]([O-])C(C)(C)N(O)C2(C)C)cc1	-0.4	-11	2	-4	8	0.3%	-2%	-4	2
O=C(NC(Cc1c[nH]c2ccccc12)C(=O)O)c1ccc(Br)cc1 (stereo not given)	-0.4	-7	-2	15	2	0.7%	-4%	-6	2
COc1ccc(CNC(=O)c2ccncc2)cc1	0.1	3	-3	-5	-3	-1.1%	-4%	6	5
Cc1ccc(C)n1-c1ccc(-n2cnnn2)cc1	-0.1	-4	5	4	-6	1.6%	-14%	-3	4
CCOC(=O)c1ccccc1NC(=S)N1CCC(C(N)=O)CC1	0.4	-2	-4	0	0	3.7%	-4%	2	8
COc1cccc(NC(=O)Cn2c(=O)n(Cc3nc(-c4ccccc4)no3)c(=O)c3ccccc32)c1	0.9	11	0	-6	2	2.7%	-8%	-2	4
O=C(COC(=O)COc1ccc2ccccc2c1)NC1CCCc2ccccc21 (stereo not given)	0.3	-18	-5	1	14	0.2%	?	-3	7
CC(C)(C)c1ccc(C(=O)N2CCC(NC(=O)c3ccccc3)CC2)cc1	-2.7	-22	-8	4	4	-4.3%	6%	-9	8
Cc1ccc(S(=O)(=O)N2CCOCC2)cc1NC(=O)COc1ccc2c(C)cc(=O)oc2c1	-0.1	-10	-5	-12	7	16%	-22%	-9	2
O=C1CCCN1c1ncc(S(=O)(=O)c2ccc([N+](=O)[O-])cc2)s1	-0.9	-47*	-4	5	-5	-0.8%	-4%	3	13
O=C1N=C(N2CCOCC2)S/C1=C\c1ccccc1OS(=O)(=O)c1ccccc1	0.1	-16	-1	16	1	4.7%	0%	4	0
CCOC(=O)c1c(-c2ccccc2)csc1NC(=O)c1cccc(N2C(=O)CCC2=O)c1	0.1	-4	4	1	4	1.8%	-12%	12	5
CC(C)(C)OC(=O)NCC(=O)NNC(=O)c1cc2ccccc2[nH]1	1.4	-59*	2	/	-2	/	/	/	1
Cc1ccccc1-n1nnnc1SCC(=O)Nc1ccc(N2CCN(C)CC2)cc1	-0.1	-77*	-13	1	3	1.1%	0%	3	14
CCC1CCCCN1C(=O)COc1ccc(S(=O)(=O)N2CCOCC2)cc1Cl (stereo not given)	0.9	-6	-4	-5	-6	3.2%	/	2	6
CCCc1ccc2oc(C(=O)N3CCN(C4CCS(=O)(=O)C4)CC3)c(C)c2c1 (stereo not given)	-0.2	3	-1	8	-4	-0.9%	-13%	9	1
CCC(C)NC(=O)c1cc2c(=O)[nH]c3ccc(C)cc3c2s1 (stereo not given)	-0.7	-9	1	6	-2	5.2%	-9%	17	2
CC(C)c1nc2n[nH]c(N)c2c2c1CCC2	-0.3	9	-5	-7	19	1.6%	-20%	1	2
CS(=O)(=O)N1CCC(C(=O)Nc2cccc(C(F)(F)F)c2)CC1	-0.3	10	-14	-8	14	3.6%	-8%	13	6
COc1ccc(CN2C(=O)C(Cc3ccccc3)Nc3ncnc(N4CCN(c5ccccc5)CC4)c32)cc1 (stereo not given)	0.9	-10	-5	9	0	1.3%	/	/	6
O=C(NC1CC1)c1ccc(NS(=O)(=O)c2ccccc2)cc1	-0.5	2	-8	-8	-2	7.3%	-15%	14	-1
S=C(Nc1ccccc1Cl)N(Cc1ccccc1)Cc1cccnc1	-0.3	-5	-6	-1	-6	2.6%	-10%	-2	-1
CCOc1ccc(C(=O)NCc2nc(-c3ccc(Cl)cc3)no2)cc1OCC	0.3	3	-3	-3	-6	0.0%	5%	-3	4
CC(C)c1ccc(CNc2ncc(Br)cn2)cc1	-0.2	2	6	-4	-3	4.5%	3%	-3	1
CC(C)(C)NC(=O)CN(Cc1ccco1)C(=O)CCC(=O)Nc1nccs1	-0.5	-31*	1	0	0	2.9%	-8%	-10	1
COc1ccc(NC(=O)Cc2ccc(C)cc2)c([N+](=O)[O-])c1	-0.1	7	-4	6	-3	-1.0%	-15%	15	2
Cc1ccc(OCCOc2cccc(Br)c2)c([N+](=O)[O-])n1	0.1	3	-4	3	-10	3.8%	-17%	-10	2
O=C(CSc1oc(-c2ccco2)nc1S(=O)(=O)c1ccc(Cl)cc1)c1ccccc1	-0.3	0	-1	25	10	1.6%	?	-28	-3
Cc1ccc(-c2cc(N)n(-c3ccc(F)cc3)n2)cc1	-0.5	-5	-4	0	0	-0.6%	-9%	0	4
O=C(O)CCc1ccc(-c2ccccc2)n1CC(=O)Nc1ccccc1C(F)(F)F	0.0	-11	-1	-15	-7	-2.5%	-2%	-28	4
COc1ccc(OCCSc2ccc(S(=O)(=O)N3CCCC3)cn2)cc1	1.1	0	/	0	-1	-0.1%	/	3	22

3 of the compounds above, with each value named:
Molecule: CC(C)(C)OC(=O)NCC(=O)NNC(=O)c1cc2ccccc2[nH]1
  TRHR agonist: 1.4; D1 antag: -59*; D1 PAM: 2; D2 PAM: /; TRHR PAM: -2; RXFP1 ag: /; Anesthetic bind: /; RXFP1 antag: /; D1 ag: 1
Molecule: Cc1ccccc1-n1nnnc1SCC(=O)Nc1ccc(N2CCN(C)CC2)cc1
  TRHR agonist: -0.1; D1 antag: -77*; D1 PAM: -13; D2 PAM: 1; TRHR PAM: 3; RXFP1 ag: 1.1%; Anesthetic bind: 0%; RXFP1 antag: 3; D1 ag: 14
Molecule: CCC1CCCCN1C(=O)COc1ccc(S(=O)(=O)N2CCOCC2)cc1Cl (stereo not given)
  TRHR agonist: 0.9; D1 antag: -6; D1 PAM: -4; D2 PAM: -5; TRHR PAM: -6; RXFP1 ag: 3.2%; Anesthetic bind: /; RXFP1 antag: 2; D1 ag: 6

The results go on.
SMILES	TRHR agonist	D1 antag	D1 PAM	D2 PAM	TRHR PAM	RXFP1 ag	Anesthetic bind	RXFP1 antag	D1 ag
CCOc1ccc(-n2c(SCc3nc(-c4ccccc4C)no3)nnc2-c2ccccc2)cc1	0.1	-1	2	5	-1	-0.3%	-4%	-7	1
CC1(C)Cc2c(sc3nc(SCC(=O)O)nc(N)c23)CO1	0.5	-7	0	0	16	12%	-6%	8	1
COc1ccc(N2CCN(S(=O)(=O)c3cccc(C(F)(F)F)c3)CC2)cc1	1.1	1	-4	/	3	-0.1%	-6%	14	-1
Cc1ccc(Cn2ccc(NC(=O)c3nc4ncccn4n3)n2)cc1	0.4	3	-13	-5	7	2.9%	-13%	-3	0
COc1ccccc1N1C(=O)c2ccccc2NC1C(OC)OC (stereo not given)	0.2	4	0	4	3	-1.1%	4%	-7	1
COC(=O)c1ccccc1C(=O)N1CCOCCOCCOCC1	1.3	29	-6	6	21	-1.5%	-11%	4	4
S=C(NCCN1CCOCC1)Nc1cccc2ccccc12	0.4	-17	-2	20	3	5.4%	-13%	10	0
COc1ccccc1CNc1nc2nc(C)cc(=O)n2[nH]1	-0.6	-12	6	-2	26	0.5%	23%	-7	1
CCCCn1c(N)c(N(CCC(C)C)C(=O)C2=NN(c3cc(C)ccc3C)C(=O)CC2)c(=O)[nH]c1=O	0.4	-2	3	-6	-4	3.8%	/	-9	4
O=C(O)CC1C(=O)NCCN1Cc1ccc(F)c(F)c1 (stereo not given)	-1.2	4	-2	-2	-3	0.0%	10%	/	1
Cc1oc(C(C)(C)C)cc1-c1cc(NC(=O)c2ccc([N+](=O)[O-])cc2)n[nH]1	0.9	6	3	9	-4	-0.3%	-9%	-20	3
